TDP1 cell CPT = DT40-hTDP1 cell growth loss with CPT. chicken DT40 Tdp1-/-;hTDP1 cells + 20 nM CPT, ATP luminescence, 48 h. Potency, µM (top dose mostly 46.2 µM), for inactives: top-dose activity change, negative = growth inhibition, most hits filed as inhibitors. 420,000 tested, 12% active; note: nearly all actives have a fitted effect of over 55% in size
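Cell growth measured by CellTiter-Glo luminescence after a minimum 48 h, 37 C compound exposure with 20 nM CPT in Tdp1-knockout DT40 cells stably expressing hTDP1, seeded 400/well; qHTS titration format.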
KAT2A inh = GCN5L2 (KAT2A) acetyltransferase inhibition. Q92830. GCN5L2 HAT assay, ThioGlo1 CoA-SH fluorescence. Potency, µM (top dose mostly 58.9 µM), without a hit: at the highest dose activity change, negative = inhibition, hits mostly inhibitors. 390,000 tested, 0.21% active
Target sequence (Q92830 whole entry, looked up): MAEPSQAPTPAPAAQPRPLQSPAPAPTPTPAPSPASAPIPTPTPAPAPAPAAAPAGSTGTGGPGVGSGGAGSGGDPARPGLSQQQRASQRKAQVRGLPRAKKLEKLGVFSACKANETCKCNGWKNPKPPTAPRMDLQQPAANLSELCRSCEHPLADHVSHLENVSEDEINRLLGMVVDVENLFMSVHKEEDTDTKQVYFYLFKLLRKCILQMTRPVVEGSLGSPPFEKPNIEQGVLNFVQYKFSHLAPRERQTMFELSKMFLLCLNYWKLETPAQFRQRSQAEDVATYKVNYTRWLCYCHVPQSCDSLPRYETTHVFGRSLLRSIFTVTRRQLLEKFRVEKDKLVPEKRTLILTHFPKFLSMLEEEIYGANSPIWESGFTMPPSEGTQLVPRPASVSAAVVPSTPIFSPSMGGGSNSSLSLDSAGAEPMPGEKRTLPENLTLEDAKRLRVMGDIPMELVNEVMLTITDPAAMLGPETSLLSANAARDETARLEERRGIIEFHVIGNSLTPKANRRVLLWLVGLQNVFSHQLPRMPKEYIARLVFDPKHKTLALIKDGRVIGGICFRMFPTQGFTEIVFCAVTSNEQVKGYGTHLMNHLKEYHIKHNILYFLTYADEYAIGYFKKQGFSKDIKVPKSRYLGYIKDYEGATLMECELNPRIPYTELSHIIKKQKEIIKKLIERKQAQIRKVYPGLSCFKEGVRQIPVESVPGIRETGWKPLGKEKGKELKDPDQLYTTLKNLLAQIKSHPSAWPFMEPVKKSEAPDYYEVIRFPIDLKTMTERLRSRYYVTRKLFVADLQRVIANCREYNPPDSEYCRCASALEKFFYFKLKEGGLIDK
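GCN5L2 (20nM final) in 50mM HEPES, 0.1mM EDTA pH 7.5, 0.01% Tween-20 was preincubated 15 min at room temperature with compound, then given ThioGlo1 (50uM), H3(1-25) peptide (75uM) and acetyl-CoA (70uM); CoA-thiol fluorescence (Ex340/Em540) was read at 0 and 20 min.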
TDP1 cell noCPT = qHTS for Inhibitors of human tyrosyl-DNA phosphodiesterase 1 (TDP1): qHTS in cells in absence of CPT | 420,000 tested, 15% active | Potency, µM (top dose mostly 46.2 µM), inactives show at the top dose activity change, negative = growth inhibition, most hits filed as inhibitors | DT40 Tdp1-/- hTDP1 cells, no CPT, ATP luminescence, 48 h | AID 686978, 2013; note: nearly all actives have a fitted effect of over 55% in size
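Luminescent ATP content (CellTiter-Glo) served as the growth readout. Knockout chicken DT40 cells expressing human TDP1 were exposed to compounds without camptothecin for a minimum 48 hr at 37 °C.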
Numbers without * were called inactive; ? = inconclusive; nt = not tested or not shown; & = joins results of further samples. Calls come from the whole dose curve; as a rule, active = well fitted curve in the direction sought with a large enough effect; inconclusive = small, poorly fitted or top-dose-only effect, or another doubt; inactive = no such curve, though single readings can be large; an effect the other way counts as inactive or inconclusive. % is set by controls: 0 for no effect and ±100 for the full control effect; potency is the fitted concentration of half-maximal effect. Not all compounds are listed; rates above refer to the full screens.

The opening two compounds as a preview:
SMILES	TDP1 cell CPT	KAT2A inh	TDP1 cell noCPT
COC(=O)C1CN(Cc2ccccc2)C(=O)C1=O (centres undefined)	7%	nt	-23%
Cn1c(O)c(N=NC(=O)Cc2c[nH]c3ccccc23)c2ccccc21	?	nt	?

Results, from the start:
SMILES	TDP1 cell CPT	KAT2A inh	TDP1 cell noCPT
COC(=O)C1CN(Cc2ccccc2)C(=O)C1=O (centres undefined)	7%	nt	-23%
Cn1c(O)c(N=NC(=O)Cc2c[nH]c3ccccc23)c2ccccc21	?	nt	?
O=C1C(Cl)=C(NCc2ccco2)C(=O)c2ccccc21	12µM*	nt	8.2µM*
Cc1ccc2[nH]c(O)c(N=Nc3nc4ccccc4s3)c2c1	10µM*	-16%	7.3µM*
COc1ccccc1-c1sc2ccccc2c1-c1ccc2c(c1)OCCO2	?	-9%	?
O=C(CNC(=O)c1ccco1)NCC(=O)OCc1ccc(Cl)cc1Cl	5%	-6%	-1%
COc1cccc(OCCCOc2ccccc2C(C)C)c1	-13%	-1%	-7%
CC(C)NC(=O)CSc1nnc(-c2ccc(C(C)(C)C)cc2)n1C	?	-1%	?
CCOC(=O)c1cc(-c2ccccc2)n(CCCC(=O)Nc2ccc(C(C)C)cc2)c1C	?	-4%	21µM*
COc1ccc(N2CCN(S(=O)(=O)c3ccc(OC)cc3)CC2)cc1	?	-7%	-22%
COc1cc(/C=C2/NC(=O)N(Cc3ccccc3F)C2=O)ccc1O	?	-10%	?
OC(CNCC1(N2CCCCC2)CCCCC1)COc1ccc(Cl)cc1Cl (centres undefined)	?	2%	15µM*

One compound at a time, as listed above.
Shown for COc1ccc(N2CCN(S(=O)(=O)c3ccc(OC)cc3)CC2)cc1 : TDP1 cell CPT: ?; KAT2A inh: -7%; TDP1 cell noCPT: -22%
Shown for OC(CNCC1(N2CCCCC2)CCCCC1)COc1ccc(Cl)cc1Cl (centres undefined) : TDP1 cell CPT: ?; KAT2A inh: 2%; TDP1 cell noCPT: 15µM*

Following part
SMILES	TDP1 cell CPT	KAT2A inh	TDP1 cell noCPT
COc1ccc(CCNC(=O)c2cc(=O)c3ccc(C)cc3o2)cc1OC	?	10%&-2%	21µM*
Cc1ccccc1-n1c(C)cc(/C=N/Nc2ccc([N+](=O)[O-])cn2)c1C	26µM*	-8%	?
COC(=O)Cc1c[nH]c2cccc(OCC(O)CN(Cc3ccccc3)C(C)C)c12 (centres undefined)	?	2%	?
CCOc1ncccc1C(=O)Nc1ccc2c(c1)OCO2	1%	1%	-16%
COc1ccc(CCNC(=O)CN2C(=O)COc3ccc(S(=O)(=O)N4CCOCC4)cc32)cc1OC	-25%	-19%	19%
O=C(O)c1ccc(NC2=C(Cl)C(=O)c3ccccc3C2=O)cc1	15µM*	-17%	13µM*
COc1ccccc1-c1nnc2sc(COc3ccccc3)nn12	-18%	-2%	-27%
O=C(O)c1[nH]c2ccc(Cl)cc2c1CC(=O)N1CCN(c2ccccc2)CC1	1%	-4%	0%
COc1ccc(C(=O)NC(=S)NCc2ccco2)cc1OC	-28%	-15%	?
O=c1c2ccccc2c(-c2ccccc2)nn1Cc1ccc(Cl)cc1	-12%	-17%	-20%
CN(Cc1ccccc1)C(=O)[C@H]1CCC(=O)N1Cc1ccco1	-16%	0%	-15%
CCOC(=O)c1ccc(NC(=O)c2nc[nH]c2C(=O)N(C)Cc2ccccc2)cc1	?	2%	?
CN(Cc1c(C(=O)N/N=C/c2ccc(O)cc2)nnn1-c1nonc1N)C1CCCCC1	?	-9%	?
CC(=O)c1c(C)[nH]c(C(=O)OCC(=O)NCCc2ccc(F)cc2)c1C	?	0%	23µM*
CCNC(=S)Nc1ccc(Cl)c([N+](=O)[O-])c1	-16%	2%	?
Cn1cccc1C(C#N)(CC#N)c1cccc(F)c1C#N (centres undefined)	9%	-4%	5%
COC(=O)CNC(=O)Cc1c(C)n(C(=O)c2ccc(Cl)cc2)c2ccc(OC)cc12	-25%	-10%	1%
CCOC(=O)C1=C(Nc2cccc(Cl)c2)OCC1=O	-13%	0%	-29%
CCCc1[nH]nc2c1C(Cc1ccccc1)C(C#N)=C(N)O2 (centres undefined)	-2%	-1%	-2%
CN(Cc1cccc([N+](=O)[O-])c1)Cc1cccc2ccccc12	19%	-6%	?
COc1ccccc1C(=O)Oc1ccc(C(C)C)cc1	-3%	-9%	-15%
CCc1nc2c(OCc3ccc(F)c(F)c3)cccn2c1N(C)C(=O)c1ccc(OC)cc1	16µM*	nt	23µM*
Cc1ccc(OC(=O)c2sc(Cl)nc2C)cc1C	-6%	-1%	-5%
COc1ccc(-c2csc(NC(=O)c3ccc(C(C)(C)C)cc3)c2C(=O)O)cc1	3.7µM*	nt	3.3µM*
CN1/C(=C\C(=O)c2oc3ccccc3c2N)C(C)(C)c2ccccc21	?	-6%	?
COc1cccc(C(=O)CSc2nnc(-c3cccs3)o2)c1	-8%	0%	-15%
O=C(NC1CCN(c2ncccn2)CC1)c1c(F)cccc1F	1%	3%	6%
O=C(Cc1ccccc1)N1CCN(S(=O)(=O)c2ccc([N+](=O)[O-])cc2)CC1	-26%	0%	-12%
Cc1coc2cc3oc(=O)c(CCC(=O)NCc4ccccn4)c(C)c3cc12	?	-16%	?
O=C(NCc1ccccc1Cl)c1ccc(CSCc2cccc(F)c2)o1	26µM*	-11%	?
CCCNC(=O)c1ccc(N2CCC3(CC2)CC(c2cccc(Br)c2)=NO3)c(N)c1	?	-12%	?
COc1ccc(-c2noc(CCC(=O)N3CCN(c4ccc(C(F)(F)F)cc4)CC3)n2)cc1	?	2%	?
COc1ccc(CC2(CO)CCN(Cc3cnn(-c4ccccc4OC)c3)CC2)cc1	?	2%	10µM*
Cc1ccc(NC(=O)CSc2nnc(C)c(=O)[nH]2)cc1	-2%	-1%	-14%
CC(C)[C@H](NC(=O)N1CC(=O)Nc2ccccc21)C(=O)N[C@@H](Cc1c[nH]c2ccccc12)C(=O)O	8%	3%	1%
Cc1c(OCC(=O)NC(Cc2ccc(Cl)cc2)C(=O)O)ccc2c1oc(=O)c1ccccc12 (centres undefined)	-1%	-6%	-7%
O=C(N/N=C\c1ccc(Sc2ccccn2)o1)c1cccc(F)c1	2%	-7%	-7%
CC1(C)CC(=O)C2=C(C1)OC(N)=C(C#N)C2CCc1ccccc1 (centres undefined)	?	-1%	-6%
COc1ccc(CCNC(=O)NC2CCCCC2)cc1OC	1%	0%	3%
CCC1(CC)C(=O)NC(=S)N=C1N	-6%	nt	-6%
CC(C)Cc1nc2c(nnn2Cc2ccccc2F)c(=O)[nH]1	-10%	-14%	15%
Cc1cc(C(=O)CN2C(=O)NC3(CCCCC3C)C2=O)c(C)n1Cc1cccs1 (centres undefined)	-16%	1%	?
CCc1nnc(N/N=C/c2ccc(N3CCC(C)CC3)c([N+](=O)[O-])c2)n1N	?	-6%	?
C=CCn1c(SCC(=O)c2ccc(F)cc2)nnc1-c1ccc2c(c1)OCO2	-24%	-8%	?
CC(C)OCCCN1CN(S(=O)(=O)c2cccs2)c2nc3ccccc3nc21	-14%	-11%	-24%
Cc1ccccc1OCC(=O)N(Cc1cccs1)C1CCS(=O)(=O)C1 (centres undefined)	-11%	4%	-22%
CCOc1cc(C(=O)Nc2ccc(N3CCN(S(C)(=O)=O)CC3)cc2)cc(OCC)c1OCC	-9%	1%	-23%
N=c1oc2ccccc2cc1C(=O)Nc1cccc(F)c1	?	-2%	3%

An excerpt from above, reduced to TDP1 cell noCPT:
SMILES | TDP1 cell noCPT
Cn1cccc1C(C#N)(CC#N)c1cccc(F)c1C#N (centres undefined) | 5%
Cc1ccc2[nH]c(O)c(N=Nc3nc4ccccc4s3)c2c1 | 7.3µM*
COc1ccc(C(=O)NC(=S)NCc2ccco2)cc1OC | ?
COc1ccc(CCNC(=O)CN2C(=O)COc3ccc(S(=O)(=O)N4CCOCC4)cc32)cc1OC | 19%
CC(C)OCCCN1CN(S(=O)(=O)c2cccs2)c2nc3ccccc3nc21 | -24%
CCc1nc2c(OCc3ccc(F)c(F)c3)cccn2c1N(C)C(=O)c1ccc(OC)cc1 | 23µM*
COC(=O)C1CN(Cc2ccccc2)C(=O)C1=O (centres undefined) | -23%

Next compounds follow:
SMILES	TDP1 cell CPT	KAT2A inh	TDP1 cell noCPT
CC(C)(C)OC(=O)N1C(=O)[C@](OC(=O)c2ccccc2)(c2ccc(F)cc2)c2ccccc21	?	nt	?
Cc1c(C(=O)N2CCN(Cc3cccs3)CC2)oc2ccccc12	?	-1%	-12%
CCOc1ccc(S(=O)(=O)N/N=C2/CCCC(=O)C2)cc1	-9%	3%	-25%
COc1ccc(CCN(C)C(=O)CNC(=O)Cc2cccc3ccccc23)cc1OC	-4%	-5%	10%
Cc1cc(C)cc(CC(=O)N2CCC2(C)C(=O)NS(=O)(=O)c2ccc(Br)cc2)c1 (centres undefined)	-3%	nt	-1%
COc1ccc(N2CCN(C(=O)COC(=O)CCOc3cc(C)ccc3C)CC2)cc1	?	-5%	?
Cc1cn([C@H]2C[C@H](O)[C@@H](CNC(=O)CNC(=O)CN)O2)c(=O)[nH]c1=O	3%	nt	0%
CC(=O)N1c2ccc(S(=O)(=O)N3CCC(C(=O)NCc4ccccc4Cl)CC3)cc2CC1C (centres undefined)	-6%	-5%	?
Cn1c(CNC(=O)c2ccc3c(c2)OCO3)nnc1SCC(=O)Nc1ccc(F)cc1	0%	-4%	3%
CCc1ccc(NC(=O)CSc2nc3ccccc3nc2N2CCCC2)cc1	10µM*	-14%	4.6µM*
CC(C)C(C(=O)NC1CCCCC1)N(CC1CCCO1)C(=O)CNS(=O)(=O)c1ccc(F)cc1 (centres undefined)	?	-1%	-25%
Oc1ccc(CN2CCN(c3ncccn3)CC2)cc1	1%	-5%	0%
COc1ccc(C2CC2/C(C)=N/OC(=O)C2CC2)cc1 (centres undefined)	5%	-7%	-15%
Cc1noc(C)c1C(=O)OCC(=O)NCCc1ccccc1	0%	2%	-6%
CC(C)CN1C(=O)c2ccc(C(=O)Nc3ccncc3)cc2C1=O	?	1%	?
CC(C)n1cc(/C=C2/NC(=O)N(c3cccc(Cl)c3)C2=O)c2ccccc21	26µM*	-7%	?
COC(=O)C1CN(C(=O)COc2cc(C)c(Cl)c(C)c2)c2ccccc2O1 (centres undefined)	-24%	-23%	-21%
COc1ccccc1N(CC(=O)Nc1ccccc1C(F)(F)F)S(=O)(=O)c1cccs1	?	-8%	?
COc1ccc(CCNC(=O)C(=O)N/N=C/c2cccs2)cc1OC	6%	-11%	0%
CC1CCCN(C(=O)c2ccc(S(=O)(=O)N3CCC(c4nc5ccccc5s4)CC3)cc2)C1 (centres undefined)	12µM*	nt	6.5µM*
